D2 PAM – positively modulates the human D2 dopamine receptor allosterically; HEK293 T-REx D2, calcium flux, EC20 dopamine potentiation; P14416; actives 0.34% (n = 340,000); potentiation, % at 10 µM;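 active means potentiation over 3 SD above the plate norm, cut at about 30% in these data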; further: 0% is about no effect
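Calcium flux readout, no-wash dye, 1 read/s. Inducible HEK293 Trex D2 line, overnight 30 C. Compound alone 180 s (agonist flags), then EC20 dopamine, another 180 s to score potentiation.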
D1 potentiator – potentiators of human D1 dopamine receptor | P21728 | HEK293 TREx D1 cells, calcium flux, dopamine EC20 potentiation | potentiation, % at 10 µM | actives 0.036% (n = 360,000) | AID 504651; in the data active means potentiation above about 30%; further: 0% is about no effect
Target sequence (P21728 whole entry, looked up): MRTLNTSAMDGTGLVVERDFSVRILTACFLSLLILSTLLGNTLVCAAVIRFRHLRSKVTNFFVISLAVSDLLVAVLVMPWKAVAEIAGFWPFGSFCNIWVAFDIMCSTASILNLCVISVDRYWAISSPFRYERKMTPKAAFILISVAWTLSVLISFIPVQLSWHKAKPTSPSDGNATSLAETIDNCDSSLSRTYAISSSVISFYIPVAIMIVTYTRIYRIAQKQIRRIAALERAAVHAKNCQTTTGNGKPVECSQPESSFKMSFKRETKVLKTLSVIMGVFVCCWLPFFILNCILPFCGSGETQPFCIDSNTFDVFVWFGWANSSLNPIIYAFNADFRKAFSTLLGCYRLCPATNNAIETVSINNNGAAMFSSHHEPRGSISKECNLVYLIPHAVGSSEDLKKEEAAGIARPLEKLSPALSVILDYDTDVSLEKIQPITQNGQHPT
D1 antag – human D1 dopamine receptor antagonism | P21728 | HEK293 TREx D1 cells, calcium flux, dopamine EC80; hits give low values | activity change, negative = inhibition, % at 10 µM | actives 3.2% (n = 360,000) | AID 504652; in the data active means activity change below about -30%; further: on the % scale 0 is the no-effect control and ±100 the full control effect
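Compound effects on dopamine-evoked calcium signalling were measured in tetracycline-induced HEK293 Trex D1 cells. Dopamine at EC80 followed a 180 s compound pre-read, and fluorescence was tracked kinetically for 180 s more.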
D1 ag – human D1 receptor agonism. HEK293 T-REx D1 cells, calcium flux, agonist mode. activation, % at 2 µM. actives 1% (n = 360,000). AID 504660; in the data active means activation above about 30%; further: 0% is about no effect
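Tetracycline-induced HEK293 TREx D1 cells, force-coupled to calcium signalling, were dye-loaded with a no-wash calcium kit. Compound was pin-added after a 10 s baseline. Fluorescence was read kinetically at 1 cycle/s for 180 s, with calcium rises flagged as agonism.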
RXFP1 agonist – RXFP1 (human) receptor agonism; Q9HBX9; HEK293T-RXFP1 cAMP TR-FRET, 30 min; response scale: percent of porcine relaxin response, buffer zero; Potency, µM (doses to about 57.5 µM), for inactives: at the highest dose activation, hits mostly activators; actives 0.3% (n = 370,000); AID 2676; further: potency means the concentration at half of the fitted maximal effect; on the % scale 0 is the no-effect control and ±100 the full control effect; nearly all actives have a fitted effect of over 60% in size; many of its hits are not listed in these tables
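HEK293T cells stably expressing RXFP1 were pretreated with the PDE4 inhibitor Ro 20174, exposed to compounds for 30 min at 37C, lysed, and cAMP was read by TR-FRET. Data normalized to buffer (basal) and 29 nM porcine relaxin (100%).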
Vif-A3G inh – inhibitors of Vif-APOBEC3G interaction; Q9HC16; HeLa A3G-eYFP + Vif (tagged APOBEC3G with the HIV-1 protein that degrades it), YFP fluorescence, overnight; Potency, µM (series often up to 46.1 µM), without a hit: at the top dose activity, negative = active, most hits filed as inhibitors; actives 0.076% (n = 410,000); AID 602310;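 further: potency means the concentration at half of the fitted maximal effect; on the % scale 0 is the no-effect control and ±100 the full control effect; nearly all actives have a fitted effect of over 60% in size; hits raise eYFP signal because A3G escapes Vif-driven loss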
Target sequence (Q9HC16 whole entry, looked up): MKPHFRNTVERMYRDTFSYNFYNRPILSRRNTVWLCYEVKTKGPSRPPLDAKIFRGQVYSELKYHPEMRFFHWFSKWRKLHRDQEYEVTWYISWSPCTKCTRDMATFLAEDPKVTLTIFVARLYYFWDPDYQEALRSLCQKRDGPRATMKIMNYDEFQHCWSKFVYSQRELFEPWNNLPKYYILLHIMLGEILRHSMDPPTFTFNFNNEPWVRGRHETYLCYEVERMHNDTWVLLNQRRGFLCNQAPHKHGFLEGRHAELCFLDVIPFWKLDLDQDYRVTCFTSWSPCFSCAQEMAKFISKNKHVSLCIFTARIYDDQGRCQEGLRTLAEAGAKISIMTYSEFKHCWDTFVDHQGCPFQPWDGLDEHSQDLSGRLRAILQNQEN
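HeLa cells stably expressing Vif and C-terminally eYFP-tagged A3G, seeded overnight at 37 deg C, then exposed to compound by pintool overnight at 37 deg C. Rise in yellow fluorescence (Ex 488/Em 500-530, Acumen) marks blocked Vif-driven A3G degradation.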
GRP78 ERSR act – ER stress response induction in glioma; Potency, µM, for the others: at the top dose activation, usual class: activators; U87-MG GRP78 promoter luciferase reporter, 16 h; actives 0.02% (n = 420,000); AID 602332; further: potency means the concentration at half of the fitted maximal effect; series mostly up to about 76 µM; % of control where 0% means no effect; nearly all actives have a fitted effect of over 35% in size
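ERSR induction read as luciferase luminescence (Bright-Glo, 10 min at room temperature) in stably transfected human U87-MG glioma cells exposed to compounds for 16 h, using GRP78 as sensor.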
LDHA inh – blocks human lactate dehydrogenase A | activity change, % (values are at about 110 or 230 µM) | actives 0.15% (n = 480,000) | purified LDHA, NADH/diaphorase-resazurin fluorescence; hits give low values; in the data active means activity change below about -30%; inconclusive means mostly about -25% to -30%;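 further: plate controls were DMSO wells for no effect and wells without enzyme for full effect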
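LDH5 2 nM; NADH 0.06 mM, pyruvate 0.2 mM; 200 mM Tris pH 7.4, EDTA, Tween-20; 5 min RT. Detection: diaphorase 0.133 mg/mL + resazurin 37 µM, fluorescence ex540/em590 at 0 and 20 min; normalized to enzyme-free and DMSO wells.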
Vif-APOBEC3F blk – Vif-A3F binding inhibition. HeLa A3F-eYFP + Vif (tagged APOBEC3F with the HIV-1 protein that degrades it), YFP fluorescence increase. Potency, µM (titrated, usually from 46.1 µM), inactives show at the highest dose activity, negative = active. actives 0.2% (n = 390,000); further: potency means the concentration at half of the fitted maximal effect; % of control where 0% means no effect; nearly all actives have a fitted effect of over 65% in size
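HeLa cells stably expressing Vif plus C-terminally eYFP-tagged A3F were seeded, incubated overnight at 37 deg C, dosed with compound, incubated overnight again at 37 deg C. Yellow fluorescence (Ex 488/Em 500-530) reported blocked Vif-mediated A3F-eYFP degradation.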
The depositor's hits bear a star. Unless noted, the call rests on the fitted dose curve; in most records, active means well fitted curve in the direction sought with a large enough effect; inconclusive means small, poorly fitted or top-dose-only effect, or another doubt; inactive means no such curve, though single readings can be large; an effect the other way counts as inactive or inconclusive. Not all compounds are listed; rates above refer to the full screens.

How did N#Cc1c(N)c(C(=O)c2ccc(Cl)cc2)n2c1CCC2 do in these assays?
D2 PAM: -8; D1 potentiator: -6; D1 antag: 10; D1 ag: 2; RXFP1 agonist: 1.1%; Vif-A3G inh: 0%; GRP78 ERSR act: -6%; LDHA inh: -2; Vif-APOBEC3F blk: -1%

What do the screens show for `Cc1ccc(C(=O)N(CCc2ccccc2)Cc2ccccc2)cc1S(=O)(=O)N1CCOCC1`?
Vif-A3G inh: -5%; GRP78 ERSR act: -4%; LDHA inh: 2; Vif-APOBEC3F blk: 10%

How did CCOC(=O)c1nc(S(C)(=O)=O)ncc1Cl do in these assays?
D2 PAM: -3; D1 potentiator: -2; D1 antag: -5; D1 ag: 0; RXFP1 agonist: 1.0%; Vif-A3G inh: -19%; GRP78 ERSR act: -13%; LDHA inh: -1; Vif-APOBEC3F blk: 4%

How did CCCOc1ccc(S(=O)(=O)NCc2ccc(OC)cc2)cc1 do in these assays?
D2 PAM: 3; D1 potentiator: -3; D1 antag: -44*; D1 ag: 17; RXFP1 agonist: 2.5%; Vif-A3G inh: -2%; GRP78 ERSR act: 0%; LDHA inh: 1; Vif-APOBEC3F blk: -12%

How did c1ccc2oc(SCc3cn4ccsc4n3)nc2c1 do in these assays?
D2 PAM: 2; D1 potentiator: -3; D1 antag: 6; D1 ag: 0; RXFP1 agonist: 0.1%; Vif-A3G inh: 0%; GRP78 ERSR act: -4%; LDHA inh: 0; Vif-APOBEC3F blk: -2%

What do the screens show for `CC(=O)Nc1ccc(S(=O)(=O)NCCC(=O)Nc2ccc(C)cn2)cc1`?
D2 PAM: 3; D1 potentiator: 0; D1 antag: 14; D1 ag: 3; RXFP1 agonist: 1.4%; Vif-A3G inh: 0%; GRP78 ERSR act: -3%; LDHA inh: -7; Vif-APOBEC3F blk: 0%

Results for Cc1cc(SCC#N)nc2ccccc12 ?
D2 PAM: 3; D1 potentiator: -3; D1 antag: -2; D1 ag: 0; RXFP1 agonist: -2.5%; Vif-A3G inh: 2%; GRP78 ERSR act: -1%; LDHA inh: -3; Vif-APOBEC3F blk: 18%

Results for CC(C)Cn1cc(C(=O)N2CCN(c3ccccn3)CC2)c2c3ccccc3n(C)c2c1=O ?
D2 PAM: -1; D1 potentiator: 0; D1 antag: 6; D1 ag: 3; RXFP1 agonist: -1.4%; Vif-A3G inh: 2%; GRP78 ERSR act: 0%; LDHA inh: -6; Vif-APOBEC3F blk: -16%

How did Cc1noc(C)c1-c1csc(N2CCC(C(N)=O)CC2)n1 do in these assays?
D1 potentiator: -9; D1 antag: -16; D1 ag: 2; RXFP1 agonist: 0.5%; Vif-A3G inh: -3%; GRP78 ERSR act: 8%; LDHA inh: 5; Vif-APOBEC3F blk: -7%

What do the screens show for `CC1=C(C(=O)OCCC#N)C(c2cc3c(cc2Br)OCO3)NC(=O)N1` (stereo not given)?
D2 PAM: 2; D1 potentiator: 5; D1 antag: -5; D1 ag: 1; RXFP1 agonist: 1.5%; Vif-A3G inh: 1%; GRP78 ERSR act: -5%; LDHA inh: -1; Vif-APOBEC3F blk: 1%

How did COc1ccc(CCNC(=O)c2c(C)nn(-c3ccc(F)cc3)c2-n2cccc2)c(OC)c1OC do in these assays?
D2 PAM: -5; D1 potentiator: -1; D1 antag: -2; D1 ag: 4; RXFP1 agonist: -0.2%; Vif-A3G inh: -10%; GRP78 ERSR act: -1%; LDHA inh: -3; Vif-APOBEC3F blk: -5%

Results for O=C(NCc1ccccc1)c1ccc2c(c1)N(Cc1ccc(F)cc1)CCS2 ?
D2 PAM: -11; D1 potentiator: -2; D1 antag: -7; D1 ag: 3; RXFP1 agonist: 13%; Vif-A3G inh: 0%; GRP78 ERSR act: -2%; LDHA inh: 2; Vif-APOBEC3F blk: 8%

What do the screens show for `O=C(OCc1ccc([N+](=O)[O-])cc1Cl)c1cnccn1`?
D2 PAM: -5; D1 potentiator: -9; D1 antag: 4; D1 ag: 3; RXFP1 agonist: 18%; Vif-A3G inh: 2%; GRP78 ERSR act: -6%; LDHA inh: -8; Vif-APOBEC3F blk: 13%

Results for COC(=O)c1cc(S(=O)(=O)NC2CCCCC2)cn1C ?
D2 PAM: 0; D1 potentiator: 2; D1 antag: 4; D1 ag: 1; RXFP1 agonist: 1.3%; Vif-A3G inh: 3%; GRP78 ERSR act: -5%; LDHA inh: 0; Vif-APOBEC3F blk: -3%

Results for C=CCNC(=O)NC(=O)COC(=O)CC(NC(N)=O)c1ccc(Cl)cc1 (stereo not given) ?
D2 PAM: -5; D1 potentiator: 3; D1 antag: 3; D1 ag: 1; RXFP1 agonist: 0.5%; Vif-A3G inh: 1%; GRP78 ERSR act: -1%; LDHA inh: -3; Vif-APOBEC3F blk: -5%

Results for C/C(CC1(O)C(=O)N(C)c2ccccc21)=N\O (stereo not given) ?
D2 PAM: 0; D1 potentiator: -1; D1 antag: 7; D1 ag: 2; RXFP1 agonist: 0.3%; Vif-A3G inh: 3%; GRP78 ERSR act: -1%; LDHA inh: -5; Vif-APOBEC3F blk: -12%

Results for Cc1cc(C)cc(N2CC34C=CC(O3)C(C(=O)OCC(=O)NCc3ccco3)C4C2=O)c1 (stereo not given) ?
D2 PAM: 1; D1 potentiator: -6; D1 antag: -11; D1 ag: 0; RXFP1 agonist: 0.4%; Vif-A3G inh: -1%; GRP78 ERSR act: -3%; LDHA inh: -9; Vif-APOBEC3F blk: 0%

Results for O=C(CN1C(=O)NC2(CCCCC2)C1=O)N1CCc2ccccc2C1 ?
D2 PAM: 7; D1 potentiator: -12; D1 antag: 3; D1 ag: 3; RXFP1 agonist: -0.8%; Vif-A3G inh: -1%; GRP78 ERSR act: -1%; LDHA inh: -2; Vif-APOBEC3F blk: -9%

What do the screens show for `CCOC(=O)N1CCN(c2ncnc3scc(-c4ccc(Cl)cc4)c23)CC1`?
D2 PAM: 2; D1 potentiator: -8; D1 antag: 30; D1 ag: 3; RXFP1 agonist: -0.4%; Vif-A3G inh: -6%; GRP78 ERSR act: -3%; LDHA inh: -2; Vif-APOBEC3F blk: 0%

What do the screens show for `COc1ccc(C(=O)N(c2ccc(OC)cc2)S(=O)(=O)c2ccc3c(c2)n(C)c(=O)n3C)cc1`?
D2 PAM: -2; D1 potentiator: 0; D1 antag: 4; D1 ag: 1; RXFP1 agonist: 4.9%; Vif-A3G inh: -4%; GRP78 ERSR act: 0%; LDHA inh: -13; Vif-APOBEC3F blk: -9%

What do the screens show for `CCSc1nnc(NC(=O)c2ccccc2)s1`?
D2 PAM: 1; D1 potentiator: 2; D1 antag: 2; D1 ag: 2; RXFP1 agonist: 1.8%; Vif-A3G inh: 0%; GRP78 ERSR act: -4%; LDHA inh: -6; Vif-APOBEC3F blk: 2%

Results for Cc1cc(OCC(=O)NCc2ccccn2)c2c(C)c(Cc3ccccc3)c(=O)oc2c1 ?
D2 PAM: 2; D1 potentiator: 0; D1 antag: 0; D1 ag: 3; RXFP1 agonist: 2.0%; Vif-A3G inh: 2%; GRP78 ERSR act: -3%; LDHA inh: -2; Vif-APOBEC3F blk: 2%

What do the screens show for `Nc1ccc(S(=O)(=O)N2CCCC2C(=O)O)cc1` (stereo not given)?
D2 PAM: 17; D1 potentiator: -5; D1 antag: -8; D1 ag: 2; RXFP1 agonist: -1.8%; Vif-A3G inh: 0%; GRP78 ERSR act: -4%; LDHA inh: -6; Vif-APOBEC3F blk: 6%

Results for Cc1c(NC(=O)c2nc3ccccc3nc2N2CCCCC2)cccc1[N+](=O)[O-] ?
D2 PAM: -3; D1 potentiator: 0; D1 antag: 4; D1 ag: 7; RXFP1 agonist: -0.4%; Vif-A3G inh: -21%; GRP78 ERSR act: -3%; LDHA inh: -18; Vif-APOBEC3F blk: 5%

Results for CCOc1ccc(C(=S)N2CCOCC2)cc1OC ?
D2 PAM: 3; D1 potentiator: -4; D1 antag: 4; D1 ag: 1; RXFP1 agonist: -0.7%; Vif-A3G inh: 1%; GRP78 ERSR act: -1%; LDHA inh: 0; Vif-APOBEC3F blk: 0%

How did COc1c(Cl)cnn(-c2ccc(Cl)c(Cl)c2)c1=O do in these assays?
D2 PAM: 6; D1 potentiator: -3; D1 antag: -7; D1 ag: 1; RXFP1 agonist: 8.6%; Vif-A3G inh: -9%; GRP78 ERSR act: -3%; LDHA inh: -5; Vif-APOBEC3F blk: 6%

What do the screens show for `Cc1cc(=O)oc2cc(NC(=O)C(C)Oc3cccc(Cl)c3)ccc12` (stereo not given)?
D2 PAM: -1; D1 potentiator: -6; D1 antag: -1; D1 ag: 8; RXFP1 agonist: 3.6%; Vif-A3G inh: -20%; GRP78 ERSR act: -5%; LDHA inh: -5; Vif-APOBEC3F blk: inconclusive

How did Cn1c(=O)c2c(ncn2CC(=O)Nc2cc(Cl)c(Cl)cc2Cl)n(C)c1=O do in these assays?
D2 PAM: -13; D1 potentiator: -3; D1 antag: 16; D1 ag: 2; RXFP1 agonist: 1.0%

Results for Cc1c(C#N)c2ccccc2n1CC(=O)NCc1cccnc1 ?
D2 PAM: 6; D1 potentiator: 2; D1 antag: 7; D1 ag: 1; RXFP1 agonist: -0.3%; Vif-A3G inh: 0%; GRP78 ERSR act: -4%; LDHA inh: 1; Vif-APOBEC3F blk: -8%

What do the screens show for `CCOc1cc(CNCCCN2CCOCC2)cc(Br)c1OCc1ccccc1Cl`?
D2 PAM: 5; D1 potentiator: 0; D1 antag: -12; D1 ag: 67*; RXFP1 agonist: 3.2%; Vif-A3G inh: inconclusive; GRP78 ERSR act: -7%; LDHA inh: -9; Vif-APOBEC3F blk: 16%

What do the screens show for `Cc1cccc[n+]1C1C(c2ccccc2)C(C#N)=C(C(=C=[N-])C#N)NC1(O)C1CC1` (stereo not given)?
RXFP1 agonist: 15%; Vif-A3G inh: -1%; GRP78 ERSR act: -1%; LDHA inh: -6; Vif-APOBEC3F blk: -5%

Bioassay records (PubChem)
